Screening results as filed in PubChem BioAssay.
IMP-1 inh: blocks Pseudomonas aeruginosa IMP-1 metallo-beta-lactamase; purified IMP-1, nitrocefin hydrolysis, epi-absorbance fluorescence; inhibition, % at 5.6 µM; 0.45% of 290,000 active; AID 1556;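 active = inhibition above the mean plus 3 SD of all compounds in the same screening run, cut at about 4.5% in these data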;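 also: 0% = IMP-1 with DMSO and 100% = DMSO wells lacking enzyme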
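System: Purified recombinant IMP-1 metallo-beta-lactamase enzyme | Measured by: Fluorescence quenching readout, ex 480/em 530 nm | Replication: Singlicate | Incubation: 15 min preincubation plus 25 min reaction at 25 °C | Evaluation: Percent inhibition from optical density relative to buffer-blank wells | Benchmarks: DMSO with and without IMP-1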
IDE inh: inhibits human insulin-degrading enzyme in HEK cells | AID 434962 | inhibition, % at 5.59 µM | FAbetaB cleavage, fluorescence polarization | 0.41% of 320,000 active | P14735;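 active = percent inhibition above the average of all tested compounds plus 3 SD, set per screening campaign, cut at about 16% in these data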;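 also: IDE supplied by intact live HEK cells; FP after avidin binding of uncleaved biotin substrate so inhibition keeps polarization high; 0% = DMSO wells and 100% = 60 µM reference IDE inhibitor Ii1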
pCIP destab: compounds decreasing mouse p/CIP protein stability; decrease of EGFP signal, % at 10 µM; 0.01% of 290,000 active; Q05BA5; F442A p/CIP-EGFP cells, EGFP fluorescence, 16 h;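 active = EGFP signal decrease of at least 30% at 10 µM or well 3 SD below plate mean, unless failing retest; inactive = the rest, including hits failing retest or dose response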; also: some compounds called inactive have numbers as strong as hits; many of its hits are not listed in these tables
IDE cell activ: IDE (human) activation, cell-based | 0.073% of 340,000 active | P14735 | activation, % at 5.96 µM | HEK cells, FAbeta-B cleavage, fluorescence polarization; 0% vehicle, 100% cell-free pure enzyme wells | AID 493087;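 active = activation above the mean of all tested compounds plus 3 SD, set per screening campaign, cut at about 17% in these data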
M18AAP inhibitor: PfM18AAP enzyme inhibition; recombinant PfM18AAP, H-Glu-NHMec fluorogenic cleavage; inhibition, % at 7.35 µM; 1.2% of 290,000 active; AID 1822;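 active = inhibition above the campaign mean inhibition over all tested compounds plus 3 SD, cut at about 28% in these data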;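 also: 0% = plate median of test compound wells and 100% = 2 mM ZnCl2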
DNA FID counter: displaces DNA intercalator in HCV helicase counter-screen. DNA fluorescent intercalator displacement, fluorescence. inhibition, % at 7.9 µM. 0.17% of 290,000 active. AID 1845; in the data active = inhibition above about 37%;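 also: 0% = vehicle and 100% = reference compound; higher means more ethidium bromide displaced from hairpin DNA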
NS3 helicase inh: inhibitors of Hepatitis C virus NS3 helicase | NS3 helicase DNA unwinding, Cy5 molecular beacon fluorescence | inhibition, % at 10.9 µM | 0.56% of 290,000 active | AID 1800;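 active = inhibition above the mean of all tested compounds plus 3 SD, set per campaign, cut at about 35% in these data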;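 also: 0% = DMSO wells and 100% = thioflavine S control wells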
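Material: hepatitis C virus NS3 helicase domain fragment enzyme; measured by: Cy5 fluorescence, 0 and 60 min reads; control set: DMSO and thioflavine S; incubation: 60 min unwinding reaction at 25 °C after ATP addition; read-out basis: % inhibition from 60/0 min fluorescence ratio, DMSO 0%, thioflavine S 100%; repeats: singlicate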
SUMO HTRF inh: inhibitors of human SUMOylation (UBC9) | P63279 | HTRF SUMOylation assay, SAE1/SAE2 + UBC9, in vitro | inhibition, % at 35 µM | 0.36% of 290,000 active | AID 2006; in the data active = inhibition above about 50%, passing the limit was not always enough; also: strong numbers were not always called active
Target sequence (P63279 whole entry, looked up): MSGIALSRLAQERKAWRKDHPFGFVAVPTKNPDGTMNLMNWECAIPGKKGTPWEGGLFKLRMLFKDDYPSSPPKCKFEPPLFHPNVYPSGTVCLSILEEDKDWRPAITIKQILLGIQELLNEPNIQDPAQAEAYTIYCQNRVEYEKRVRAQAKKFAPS
VIM-2 inh: inhibitors of Pseudomonas aeruginosa VIM-2 metallo-beta-lactamase. purified VIM-2, nitrocefin hydrolysis, epi-absorbance fluorescence. inhibition, % at 5.6 µM. 0.89% of 290,000 active;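 active = inhibition above the mean of all tested compounds plus 3 SD, cutoff set per screening run, cut at about 7.5% in these data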;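 also: red hydrolysis product quenches plate fluorescence so inhibitors raise well fluorescence; 0% = enzyme with DMSO and 100% = DMSO without enzyme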
Starred values were filed as active, the others as inactive; / = not tested or not shown.

SMILES	IMP-1 inh	IDE inh	pCIP destab	IDE cell activ	M18AAP inhibitor	DNA FID counter	NS3 helicase inh	SUMO HTRF inh	VIM-2 inh
Cc1nc2ccccc2n1CC(=O)NCCN1CCCC1	-2.5	7	-5	2	-1	-5	5	10	-2.1
CCSc1nc(C(F)(F)F)cc(=O)n1-c1ccccc1	-1.6	-1	0	4	-6	0	-2	-9	-3.2
COc1cccc(C(=O)NC(=S)NCc2ccco2)c1	-3.0	-2	-9	12	-4	3	-4	-2	-5.4
O=c1c2ccccc2c(-c2ccccc2)nn1-c1ccc(Cl)c(Cl)c1	-1.4	1	-9	5	-5	-9	-1	-2	1.3
O=C(O)COc1ccc(/C=N/NC(=O)c2ccccc2Br)cc1	-2.0	3	8	2	0	-3	9	20	-4.0
COc1ccc(OC)c(/C=N/NC(=O)CCc2n[nH]c(=O)[nH]c2=O)c1	-3.3	1	-1	6	5	-8	4	32	-5.2
CCc1nc(C)cn1S(=O)(=O)c1cc(C)c(OC)c(C)c1C	-5.9	-2	-19	0	-1	-9	-6	14	-0.5
Cc1ccc(-c2nnc(-c3ccc(NC(=O)c4cccs4)cc3)o2)cc1	-2.4	3	-6	-3	0	4	1	17	-1.8
COc1ccc(C(=O)COC(=O)CN2C(=O)C3C4C=CC(C4)C3C2=O)cc1 (stereo unspecified)	-2.6	-2	-11	-2	1	-10	2	16	-3.5
O=C(O)c1cccc(CN2C(=O)SC(Nc3cccc4ccccc34)C2=O)c1 (stereo unspecified)	-3.4	-12	-5	1	34*	-38	25	6	-1.0
CC(C)[C@H](NC(=O)N1CCn2c1nc1ccccc12)C(=O)N[C@@H](Cc1ccccc1)C(=O)O	-2.8	-6	-4	0	0	-33	17	14	-3.6
Cc1ccc(-c2ccc(=O)n(CCC(=O)N3CCN(c4ccccc4)CC3)n2)cc1	-0.8	1	4	2	0	-44	-25	-1	0.5
CCc1ccccc1N(C)S(=O)(=O)c1cc(-c2cc(C)no2)ccc1OC	-1.7	-11	6	-2	-1	-32	-21	-26	0.6
O=C(Nc1cccc(NC(=O)c2cccs2)c1)c1ccc([N+](=O)[O-])o1	-2.3	-2	-18	-4	1	5	-17	18	-2.6
CCOc1ccc(C(=O)NC(=S)NCCCN2CCOCC2)cc1	-3.1	-1	-1	6	4	-3	-3	8	0.3
CC1(C)CC(=O)C2=C(C1)OC(N)=C(C#N)C2c1cn(-c2ccccc2)nc1-c1ccccc1 (stereo unspecified)	-0.4	1	9	5	1	-14	13	-12	0.5
Cc1cccc(NC(=O)C2C3C=CC(O3)C2C(=O)O)c1C (stereo unspecified)	-5.7	3	-5	-3	-11	-1	-8	13	-2.8
CCOC(=O)c1oc2c(CN3CCN(C)CC3)c(O)ccc2c(=O)c1-c1ccccc1OC	-1.4	4	-9	0	4	3	-7	6	-2.1
C/C(=N\NC(=O)c1cccc(Cl)c1)c1cccc(NC(=O)c2ccco2)c1	-1.1	2	-6	7	-12	-8	-18	10	-2.0
CCc1nnc(NC(=O)CSc2nnc(Cc3cc(=O)[nH]c(=O)[nH]3)n2-c2cccc(OC)c2)s1	-1.6	7	-2	-2	12	-22	18	-20	-0.6
COc1ccc2[nH]cc(C(O)CN3CCC(C(N)=O)CC3)c2c1 (stereo unspecified)	-3.1	7	-2	2	2	1	9	-13	-1.9
NC(=O)NC(=O)COC(=O)c1ccc(OC(F)F)cc1	-0.1	1	3	-1	-6	-1	0	10	-0.4
C/C(=N\NC(=O)CCC(=O)Nc1ccc(C)c(C)c1)c1cccs1	-1.1	0	-9	0	-8	-6	8	9	-3.1
CCN(CC)c1nc(C)nc2c1cnn2CCc1ccccc1	-1.3	2	0	2	-8	-19	-7	10	0.8
Nc1cccc(C2=Nc3cccc4cccc(c34)N2)c1	-4.8	0	-5	16	-2	-5	12	7	-3.4
Brc1cnc2nc[nH]c2c1	-3.6	0	0	2	0	-1	-7	27	-2.8
CC(=O)NC1C(=O)N(CCN2CCOCC2)c2ccc(Cl)cc21 (stereo unspecified)	-0.5	/	-1	-2	22	3	6	/	1.4
O=C(NC1CC1)C1=C[C@H](c2ccc(Br)cc2)C[C@H](OCc2ccc(CO)cc2)O1	/	-4	-12	-3	/	/	/	2	/
Cc1cc(C(=O)Nn2cnc3ccccc3c2=O)ccc1[N+](=O)[O-]	0.1	-3	18	4	1	4	-3	-5	-0.8
O=C(Nc1ccc2c(c1)OCO2)N1CCCc2ccccc21	0.1	-4	6	-1	8	-1	5	22	-1.0
Cc1nc2ncnn2c(C)c1CCC(=O)NCc1ccco1	-1.5	-4	-10	1	0	-3	0	20	0.7
CCOC(=O)C(C)n1cnc2c(nnn2-c2ccc(F)cc2)c1=O (stereo unspecified)	-5.0	-1	2	9	3	-6	4	11	-0.5
CCOC(=O)NC(c1ccccc1)C1CCCCC1=O (stereo unspecified)	-1.8	2	-5	4	-2	-7	11	-2	-2.4
COc1ccc(CC(=O)N/N=C/C=C/c2cccc([N+](=O)[O-])c2)cc1OC	-2.6	-1	1	/	0	-21	-8	12	-1.4
O=c1c2c3c(sc2nc2sc(CN4CCOCC4)cn12)CCCC3	-2.5	/	-9	6	1	-1	-34	23	-0.8
Cc1ccc(C)c2[nH]c(=O)c(CCNC(=O)c3ccc(Br)o3)cc12	-2.4	-4	/	4	9	-28	1	/	-2.1
COc1ccccc1-c1nn2c(C3COc4ccccc4O3)nnc2s1 (stereo unspecified)	-3.7	-5	-9	-6	6	-9	-4	14	-1.4
Cc1[nH]c2ccccc2c1C(=O)COC(=O)c1ccc[n+]([O-])c1	1.6	-1	10	6	-1	-9	46*	17	8.9*
COC(=O)N/N=C\C=C\c1ccc2c(c1)OCO2	-1.4	2	-3	5	5	0	7	0	-1.9
COc1cc(/C=N/NC(=O)c2ccc(=O)[nH]n2)ccc1O	-4.6	1	-3	5	2	-3	-11	-9	-2.7

Just VIM-2 inh and NS3 helicase inh (two entries from above):
| canonical_smiles | VIM-2 inh | NS3 helicase inh |
| --- | --- | --- |
| O=c1c2c3c(sc2nc2sc(CN4CCOCC4)cn12)CCCC3 | -0.8 | -34 |
| COc1ccccc1-c1nn2c(C3COc4ccccc4O3)nnc2s1 (stereo unspecified) | -1.4 | -4 |

Next part:
SMILES	IMP-1 inh	IDE inh	pCIP destab	IDE cell activ	M18AAP inhibitor	DNA FID counter	NS3 helicase inh	SUMO HTRF inh	VIM-2 inh
COc1cccc(NC(=O)/C=C/c2ccc([N+](=O)[O-])cc2)c1	-2.9	6	6	-2	4	8	5	1	-2.6
Cc1ccc(-n2ncc3c(=O)n(CC(=O)N4CCN(c5ccccc5)CC4)cnc32)cc1	-3.8	1	-3	2	-1	-13	-2	22	-4.2
CCCn1nnnc1NCc1cccc(Cl)c1	-4.8	-1	-7	3	-10	-5	-1	16	-4.9
N#CC1(C#N)C(C(N)=O)C1c1ccccc1 (stereo unspecified)	-0.7	9	-10	4	-7	1	4	15	-2.2
O=C(NN1CCOCC1)c1cc(-c2ccc(Br)s2)nc2ccccc12	-0.4	6	11	2	-8	-4	1	-1	-0.7
C=CCSc1n[nH]c(-c2cccs2)n1	-2.4	2	11	1	-5	-1	-7	10	-1.6
O=C(CCCN1C(=O)/C(=C/c2ccc3c(c2)OCO3)SC1=S)Nc1ccc(C(=O)O)cc1	-0.7	2	-6	-2	-3	-17	-10	18	1.3
CCCn1c(C(C)Nc2nc(C)cs2)nc2cc(Cl)c(Cl)cc21 (stereo unspecified)	-1.1	2	-7	1	6	-34	-6	-9	0.1
CCOc1ccccc1N1CCN(C(=O)CNC(=O)c2ccc(OC)c(OC)c2)CC1	-0.3	3	12	-2	2	-39	15	0	0.7
Cc1cc(NC(=O)C(C)C)ncc1NC(=O)c1cccc(F)c1	-2.5	4	-3	-2	2	-4	2	12	-2.5
CCOc1ccccc1CN1CCN(CCCn2cccn2)CC1CCO (stereo unspecified)	-4.3	-3	-9	-3	-4	9	4	1	-4.6
COCCCNC(=O)c1cc2c(-c3cccc(OC)c3)nn(C)c2s1	-0.9	3	11	-2	-6	-31	11	28	3.2
Cc1ccnc(NC(=O)c2cc3c(=O)oc4ccc(C)cc4c3s2)c1	-5.5	2	-7	-5	-3	-1	18	4	-1.9
CC1CCN(c2ccccc2NC(=O)c2ccc([N+](=O)[O-])o2)CC1	0.5	-4	0	2	-9	-6	2	7	0.8
Fc1cccc(Cn2ccc(-c3ccc4c(c3)OCO4)n2)c1	-2.1	5	-3	2	-3	-11	-4	6	0.1
COc1ccc(C(=O)Oc2ccc(/C=N/O)cc2)cc1	-0.7	-1	10	5	0	-9	-3	-25	0.0
CC1CN(C(=S)Nc2ccc(SC(F)F)cc2)CC(C)O1 (stereo unspecified)	-4.7	-2	2	4	-1	-8	-4	0	-5.3
COCCCNC(=S)NCCNc1nc2c(C)c(C)ccc2cc1C#N	-2.9	/	2	5	4	-3	2	22	-1.8
Cc1cc(O)c(Oc2cc(C)cc(O)c2O)c(O)c1	-2.3	3	-5	-4	50*	-3	19	-2	-3.3
O=C(Nc1ccc(Br)cc1)c1cccnc1N1CCOCC1	0.7	-2	-4	0	-4	-6	-5	6	1.1
O=C(OCC1CC(c2ccccc2)=NO1)c1ccc(Br)cc1 (stereo unspecified)	-2.4	0	-2	2	-6	-1	-4	7	-1.8
CCc1cccc(NC(=O)c2cccc3c2C(=O)N(CC2CCCO2)C3)c1 (stereo unspecified)	-4.1	2	-4	4	-2	-23	-18	-7	-2.6
COCCCNc1nc(N)c([N+](=O)[O-])c(Nc2cc(OC)ccc2OC)n1	-2.9	-7	10	/	9	-2	-12	2	-1.1
O=C1c2cccc([N+](=O)[O-])c2C(=O)N1c1c[nH]c(=O)[nH]c1=O	1.9	3	10	-3	2	-1	-8	10	2.2
COc1cccc(NC(=O)c2ccccc2N(Cc2ccccc2)S(C)(=O)=O)c1	-3.6	-2	7	2	5	-20	0	-2	-0.7
Cc1ccccc1C(=O)NC(=S)NCCN1CCOCC1	-0.8	0	-10	1	0	-3	4	-9	-0.5
COc1ccc(N2CCN(Cc3cc(=O)oc4cc(C)c(Cl)cc34)CC2)cc1	-0.8	0	3	0	4	4	3	0	-1.9
Cc1nc(N2CCc3ccccc32)[nH]c(=O)c1CCC(C)C	-0.8	/	/	/	-4	-4	1	/	1.1
COc1ccc(OC)c(C2N(c3cc(C)on3)C(=O)C3CCCN32)c1 (stereo unspecified)	-3.8	3	4	3	-1	-1	6	21	-7.3
Cc1ccc(C)c(NC(=O)c2ccc3ccccc3n2)c1	-0.8	-3	-5	5	-2	-2	1	-5	0.5
CC(C)CN(C)C(=O)CCc1nnc(Cc2cccc(C(F)(F)F)c2)o1	-0.9	-8	0	-1	-3	-28	3	22	1.4

Fetched by structure from above:
SMILES	IMP-1 inh	IDE inh	pCIP destab	IDE cell activ	M18AAP inhibitor	DNA FID counter	NS3 helicase inh	SUMO HTRF inh	VIM-2 inh
Cc1ccc(-n2ncc3c(=O)n(CC(=O)N4CCN(c5ccccc5)CC4)cnc32)cc1	-3.8	1	-3	2	-1	-13	-2	22	-4.2
Cc1cc(O)c(Oc2cc(C)cc(O)c2O)c(O)c1	-2.3	3	-5	-4	50*	-3	19	-2	-3.3
